Source: PubChem BioAssay
OXTR potentiate: human OXTR potentiation. activation, % at 3 µM. P30559. CHO-OTR cells, Fluo-8 calcium fluorescence, potentiator mode; 0% = oxytocin EC15, 100% = EC100. AID 2445. hit rate 0.061% among 320,000;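 active = activation above that plate's cutoff, the mean activation of tested compounds plus 3 SD, cut at about 6.6% in these data, passing the limit was not always enough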;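 also: 100% uses oxytocin at 75 nM as the full agonist control; some results filed as inactive read as strong as hits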
Target sequence (P30559 whole entry, looked up): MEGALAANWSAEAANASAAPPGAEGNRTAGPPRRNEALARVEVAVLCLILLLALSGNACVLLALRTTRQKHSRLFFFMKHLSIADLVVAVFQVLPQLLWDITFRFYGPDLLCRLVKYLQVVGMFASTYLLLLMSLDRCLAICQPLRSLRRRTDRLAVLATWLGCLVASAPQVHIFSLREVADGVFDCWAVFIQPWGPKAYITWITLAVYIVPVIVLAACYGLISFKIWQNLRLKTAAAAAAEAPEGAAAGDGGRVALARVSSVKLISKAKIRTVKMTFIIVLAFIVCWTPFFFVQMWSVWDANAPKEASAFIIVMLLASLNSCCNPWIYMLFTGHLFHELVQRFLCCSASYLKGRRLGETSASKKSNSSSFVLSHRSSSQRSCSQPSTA
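Material: CHO-OTR cells, human receptor; compound dosing: single dose, 3.0 µM nominal final compound concentration; schedule: 6 min compound pre-incubation at room temperature, 100 s kinetic read; measured by: kinetic Fluo-8 calcium fluorescence; read-out basis: % activation vs EC15 and EC100 oxytocin; controls: EC15 oxytocin alone as 0%, 75 nM oxytocin as 100%; replicates: singlicate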
TAAR1 antag: human TAAR1 antagonism; Q96RJ0; CHO RD-HGA16 TAAR1, Fluo-8 calcium fluorescence, antagonist; inhibition, % at 3 µM; hit rate 1.5% among 360,000;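 active = inhibition above a per-plate cutoff, the mean inhibition of test compounds on that plate plus 3 SD, cut at about 49% in these data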;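 also: 0% = DMSO plus EC80 beta-PEA response and 100% = DMSO alone without agonist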
Target sequence (Q96RJ0 whole entry, looked up): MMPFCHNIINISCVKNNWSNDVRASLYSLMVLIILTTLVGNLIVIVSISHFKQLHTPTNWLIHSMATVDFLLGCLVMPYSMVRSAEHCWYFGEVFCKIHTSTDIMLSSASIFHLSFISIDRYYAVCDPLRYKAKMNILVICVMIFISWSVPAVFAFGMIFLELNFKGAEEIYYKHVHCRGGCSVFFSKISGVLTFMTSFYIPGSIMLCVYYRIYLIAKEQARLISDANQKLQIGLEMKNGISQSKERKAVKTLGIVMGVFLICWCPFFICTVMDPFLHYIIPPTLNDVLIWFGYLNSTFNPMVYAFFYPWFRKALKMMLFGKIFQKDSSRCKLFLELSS
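Assay system: RD-HGA16 CHO cells with stable hTAAR1 and Gα16 / Reagent: EC80 β-phenethylamine stimulus / Doses: 3 µM, single point / Timing: dye loading 75 min at 37 °C, then 30 min room temperature / Measured by: Fluo-8 intracellular calcium dye fluorescence, real-time kinetic reads / Controls: vehicle wells and EC80 agonist wells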
CHO parental Ca: counter-screen for OX1R antagonists: effect in parental CHO cells | parental CHO-K1, ATP-induced calcium, Fluo-8 fluorescence | inhibition, % at 5.6 µM | hit rate 0.63% among 330,000;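 active = inhibition above that plate's mean sample inhibition plus 3 SD, cut at about 26% in these data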;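 also: 0% = ATP-challenged DMSO wells and 100% = DMSO wells without ATP; some compounds past the cut are filed as inactive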
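Material – parental CHO cells · Reagent – ATP stimulus · Compound – single nominal dose of 5.6 µM per compound · Detection – Fluo-8 fluorescence · Read-out basis – percent inhibition of calcium signal · Controls – ATP-challenged DMSO wells low, unchallenged DMSO wells high · Repeats – no replicates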
CHO-K1 Ca antag: counter-screen for M1 antagonists: effect in parental CHO-K1 cells; AID 602250; ATP-induced calcium, Fluo-8 fluorescence; hit rate 0.6% among 360,000; inhibition, % at 3 µM;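 active = inhibition above a per-plate cutoff, the plate's mean sample inhibition plus 3 SD, cut at about 24% in these data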;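 also: 0% = DMSO plus EC80 ATP and 100% = DMSO alone without ATP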
CHO-K1 Ca ag: M1 agonist counterscreen hit in parental CHO-K1 cells. Fluo-8 calcium fluorescence; scaled to maximal ATP response, vehicle zero. activation, % at 3 µM. hit rate 0.48% among 360,000; in the data active = activation above about 15%;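 also: untransfected CHO-K1 host cells lacking M1 receptor as counterscreen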
V1aR counter: counter-screen for oxytocin receptor agonists: human V1a receptor agonists. hit rate 0.25% among 320,000. CHO-V1R cells, Fluo-8 calcium fluorescence, agonist mode; 0% DMSO, 100% 3 nM vasopressin. activation, % at 3 µM. AID 2797;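 active = activation above the mean activation of all tested compounds plus 3 SD, per screening run, cut at about 20% in these data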;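 also: signal is peak over basal fluorescence ratio across a 100 second FLIPR read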
TAAR1 agonist: human TAAR1 agonism | Q96RJ0 | CHO RD-HGA16 TAAR1, Fluo-8 calcium fluorescence; vehicle wells 0%, saturating PEA agonist 100% | activation, % at 3 µM | hit rate 0.99% among 360,000;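 active = activation above the mean activation of all test compounds in the run plus 3 SD, cut at about 38% in these data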
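Assay system: CHO-derived RD-HGA16 cells with stable Gα16 and human TAAR1; timing: 17-24 h seeding, 75 min 37 °C dye, 30 min RT; read-out: % activation from peak over basal fluorescence ratio, DMSO-to-PEA scaled; measured by: kinetic Fluo-8 calcium fluorescence; benchmarks: low control DMSO, high control PEA (EC100); doses: 3 µM single concentration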
CHRM1 agonist: activates human CHRM1 receptor; hit rate 0.33% among 360,000; CHO-K1 hM1, Fluo-8 calcium fluorescence, agonist mode; 0% DMSO, 100% acetylcholine EC100; AID 588814; P11229; activation, % at 3 µM;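 active = activation above the run's mean compound activation plus 3 SD, cut at about 16% in these data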;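 also: peak over basal fluorescence ratio within a 140 s kinetic read after compound addition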
M1 PAM parental: M1 PAM counterscreen hit in parental CHO-K1 cells; ATP EC20, Fluo-8 calcium fluorescence; 0% at ATP EC20, 100% at ATP max; activation, % at 3 µM; hit rate 0.02% among 360,000; AID 602247;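 active = activation above the run cutoff, the mean activation of all test compounds plus 3 SD, cut at about 40% in these data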;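 also: peak over basal fluorescence ratio in a 140 s read after ATP addition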
The depositor's hits bear a star; · = no result given.

nr	SMILES	OXTR potentiate	TAAR1 antag	CHO parental Ca	CHO-K1 Ca antag	CHO-K1 Ca ag
1	CC(C)c1csc(CN2CCC(N3CCC(C(=O)NCC4CCCO4)CC3)CC2)n1 (configuration not stated)	-7	5	-1	-8	1.0
2	CCn1cc(C(=O)NCCc2ccc(C)cc2)c(=O)c2cc(S(=O)(=O)N(C)C)ccc21	-6	-23	-4	·	·
3	CC(C)c1ccccc1OCCCCN1CCCCC1	-6	1	-17	-8	0.9
4	O=C(NC(=S)Nc1nc(-c2ccc(Br)cc2)cs1)c1cccnc1	-3	3	-2	-9	5.7
5	O=C1C=C(Nc2ccccc2)c2ccccc2C1=O	·	-11	·	5	-0.2
6	COc1ccc(CN(C)[C@H]2C[C@H]3c4[nH]c5ccccc5c4CCN3C[C@H]2[C@H](C)O)cc1	·	-8	·	-13	0.7
7	CCOc1ccccc1Nc1nc(-c2cccnc2)cs1	·	6	·	-4	-1.3
8	Cc1ccc(NC(=S)NNS(=O)(=O)c2ccc3ccccc3c2)cc1Cl	-4	14	0	4	3.1

nr	V1aR counter	TAAR1 agonist	CHRM1 agonist	M1 PAM parental
1	1.3	9	-6	12
2	-0.3	6	·	·
3	1.1	6	-8	-1
4	-0.6	19	-4	21
5	·	4	1	-7
6	·	2	-10	17
7	·	-3	-6	-2
8	-0.5	3	-10	14

The listing continues.
nr	SMILES	OXTR potentiate	TAAR1 antag	CHO parental Ca	CHO-K1 Ca antag	CHO-K1 Ca ag
9	Cn1c(N)c(C(=O)Nc2cccc(Cl)c2)c(=O)n(C)c1=O	-4	-11	9	5	0.9
10	CCn1cc(CNC(=O)c2cc([N+](=O)[O-])c(C)c([N+](=O)[O-])c2)cn1	-10	19	-4	-2	-0.1
11	CC1=C(C(=O)Nc2cc(C(=O)N3CCN(c4cccc(C)c4C)CC3)ccc2C)SCCO1	-13	62*	12	-7	7.4
12	Cc1cc(C)c2c(N)c(C(=O)c3ccc(Br)cc3)oc2n1	4	5	-3	8	3.8
13	Cc1ccc2[nH]cc(CCNC(=O)c3ccco3)c2c1	-6	7	6	-14	2.1
14	O=C(COC(=O)c1ccco1)Nc1ccccc1[N+](=O)[O-]	1	-33	-11	-5	0.1
15	COc1ccc2nc(SCC(C)=O)c(C#N)cc2c1	-9	3	0	12	0.7
16	Cc1ccccc1Cn1nnc(-c2ccc3c(c2)OCO3)n1	-10	9	-2	-11	1.0

nr	V1aR counter	TAAR1 agonist	CHRM1 agonist	M1 PAM parental
9	1.2	5	-3	-11
10	3.9	1	-1	10
11	8.0	6	-1	14
12	-0.1	-1	-5	5
13	2.0	-4	-3	15
14	0.1	3	-4	10
15	4.3	11	-1	-13
16	-0.5	17	-2	21

(listing goes on)
nr	SMILES	OXTR potentiate	TAAR1 antag	CHO parental Ca	CHO-K1 Ca antag	CHO-K1 Ca ag
17	CC(C)Sc1nc2c(c(=O)[nH]c(=O)n2C)n1CCc1ccccc1	-8	-18	5	-7	-0.2
18	O=C(CP(=O)(c1ccccc1)c1ccccc1)N1CCCCC1	6	8	-17	4	-0.1
19	COc1ccc2cc1Oc1ccc(cc1)C[C@H]1c3cc(c(OC)cc3CCN1C)Oc1c(OC)c(OC)cc3c1[C@H](C2)N(C)CC3	-3	-4	-11	0	1.5
20	Cc1ccc(S(=O)(=O)Nc2ccc(S(=O)(=O)N3CCCC3)cc2)cc1	-11	-21	-14	-15	2.2
21	COCCOC(=O)C1=C(C)NC(SCC(=O)NC(C)(C)C)=C(C#N)C1c1ccco1 (configuration not stated)	·	-15	·	-11	0.1
22	C/C(=N\NC(=O)c1ccco1)c1ccc(C(=O)O)s1	-2	-24	0	-2	0.7
23	NC(=O)c1ccc(SCC(=O)OCC(=O)NCc2ccco2)c([N+](=O)[O-])c1	-1	-9	2	1	0.6
24	COc1ccc(C(=O)C2CCCN(C(=O)c3ccccc3C(C)=O)C2)cc1F (configuration not stated)	-1	-5	-19	0	0.3

nr	V1aR counter	TAAR1 agonist	CHRM1 agonist	M1 PAM parental
17	-0.6	10	1	-4
18	-0.5	7	-2	-4
19	7.0	4	-7	13
20	6.4	9	0	17
21	·	4	0	12
22	-0.5	1	-2	-10
23	-0.5	0	-2	-8
24	1.2	10	-3	-2

Three entries from above, arranged by molecular weight, highest first:
nr	SMILES	OXTR potentiate	TAAR1 antag	CHO parental Ca	CHO-K1 Ca antag	CHO-K1 Ca ag
19	COc1ccc2cc1Oc1ccc(cc1)C[C@H]1c3cc(c(OC)cc3CCN1C)Oc1c(OC)c(OC)cc3c1[C@H](C2)N(C)CC3	-3	-4	-11	0	1.5
23	NC(=O)c1ccc(SCC(=O)OCC(=O)NCc2ccco2)c([N+](=O)[O-])c1	-1	-9	2	1	0.6
18	O=C(CP(=O)(c1ccccc1)c1ccccc1)N1CCCCC1	6	8	-17	4	-0.1

nr	V1aR counter	TAAR1 agonist	CHRM1 agonist	M1 PAM parental
19	7.0	4	-7	13
23	-0.5	0	-2	-8
18	-0.5	7	-2	-4

(more compounds)
nr	SMILES	OXTR potentiate	TAAR1 antag	CHO parental Ca	CHO-K1 Ca antag	CHO-K1 Ca ag
25	COc1ccc(-c2noc(-c3ccccc3C(=O)Nc3cccnc3)n2)cc1OC	-3	14	-26	3	2.2
26	O=[N+]([O-])c1ccc(-c2ccc(/C=N/Nc3nc(NCc4ccccc4)nc(N4CCOCC4)n3)o2)cc1	-15	39	12	24*	18*
27	O=C(Nc1sc2c(c1C(=O)O)CCC2)c1ccccc1F	0	-7	4	-1	-0.5
28	COC(=O)c1cc(OC)c(OC)cc1NC(=O)c1csc(C)c1	-5	3	-26	-6	0.4
29	CCOc1ccc(-c2noc(CCC(=O)NCCc3ccccc3)n2)cc1OC	-7	1	-14	-7	0.0
30	Cc1occc1-c1nnc(SCC(=O)N2CCOCC2)n1Cc1ccco1	0	7	-4	15	-0.2
31	COc1cc(SC)ccc1C(=O)Nc1ccc(C)cc1	-10	3	-29	-9	-0.5
32	CCC1(c2ccc(F)cc2)NC(=O)N(CC(=O)N(CCC#N)c2ccccc2)C1=O (configuration not stated)	-6	-5	-9	-13	2.1

nr	V1aR counter	TAAR1 agonist	CHRM1 agonist	M1 PAM parental
25	1.1	18	-4	-2
26	10	20	11	14
27	-0.7	-2	-2	8
28	-0.6	-1	3	10
29	-0.6	4	-3	14
30	0.7	4	-3	-5
31	-1.6	-1	-5	1
32	5.6	12	1	11

(listing goes on)
nr	SMILES	OXTR potentiate	TAAR1 antag	CHO parental Ca	CHO-K1 Ca antag	CHO-K1 Ca ag
33	CC1CCCCN1C(=O)CSc1nnc2c(n1)[nH]c1ccc(F)cc12 (configuration not stated)	-6	-9	-5	-5	1.3
34	NC(Cc1ccc(F)cc1)c1csc(Nc2cc(NCc3ccco3)ncn2)n1 (configuration not stated)	·	2	·	3	0.8
35	Cc1cccc(C)c1NC(=O)CNC(=O)C(C)N1CCCCC1 (configuration not stated)	0	-29	-8	13	0.1
36	COc1ccc(NC(=O)C(CCSC)N2C(=O)c3ccccc3C2=O)cc1 (configuration not stated)	-2	27	0	18	0.5
37	COc1ccc(CCN(C)C2CCCN(S(=O)(=O)c3ccccc3)C2)cc1OC (configuration not stated)	·	-12	·	-6	0.0
38	CN(C)C(=S)SCCn1c(N)nc(N(C)C)nc1=O	-14	-9	8	-2	3.9
39	COC(=O)C(=Nc1ccccc1)/C(C(=O)C(=O)N(C)c1ccccc1)=C(\O)c1ccccc1	0	-19	-14	-6	0.0
40	NS(=O)(=O)c1ccc(CNC(=O)c2cc(S(=O)(=O)N3CCOCC3)ccc2N2CCCC2)cc1	·	-7	·	11	0.6

nr	V1aR counter	TAAR1 agonist	CHRM1 agonist	M1 PAM parental
33	0.2	2	-6	5
34	·	15	-1	11
35	-0.3	6	4	5
36	-0.5	0	-3	-8
37	·	0	-8	7
38	-0.1	2	-3	-3
39	0.7	7	-5	-8
40	·	2	-8	1

Printed as active in TAAR1 antag, among the entries above:
No.	SMILES	OXTR potentiate	TAAR1 antag	CHRM1 agonist
11	CC1=C(C(=O)Nc2cc(C(=O)N3CCN(c4cccc(C)c4C)CC3)ccc2C)SCCO1	-13	62*	-1

Following part.
nr	SMILES	OXTR potentiate	TAAR1 antag	CHO parental Ca	CHO-K1 Ca antag	CHO-K1 Ca ag
41	COc1ccc(Nc2nc(N)nc(CSC(=S)N3CCN(C)CC3)n2)cc1	-12	1	-6	-5	2.2
42	Fc1ccccc1NC(=S)N1CCN(Cc2ccccc2)CC1	-4	-3	-9	-13	0.7
43	COc1ccc(C(=O)NC2CC(C)(C)NC(C)(C)C2)cc1OC	-15	-6	-9	-5	-0.1
44	CC(=O)Oc1ccc2c(=O)oc(-c3ccc([N+](=O)[O-])cc3)nc2c1	-4	-5	-6	-10	0.3
45	CCCn1nnnc1SCC(=O)N1CCN(C(=O)c2ccco2)CC1	-12	-1	-9	-16	0.4
46	CC(=O)C(Sc1ccc2nnc(-c3ccncc3)n2n1)C(C)=O	-7	1	0	4	0.1
47	CC1(c2nc3ccccc3[nH]2)CCC(=O)N1C1CC1 (configuration not stated)	·	8	·	-18	0.4
48	Cc1ccc([C@@H]2CC=C(C(=O)O)[C@H](c3ccccc3)N2S(=O)(=O)c2ccccc2C)cc1	-8	8	-15	-17	0.3
49	COc1ccc(Cc2noc(CN3CCCC(OCc4ccccn4)C3)n2)cc1OC (configuration not stated)	-9	-24	-16	15	1.0

nr	V1aR counter	TAAR1 agonist	CHRM1 agonist	M1 PAM parental
41	0.5	0	-9	28
42	0.0	2	0	27
43	1.2	2	-3	-1
44	0.5	-1	2	-6
45	0.6	2	-3	16
46	-0.1	0	-5	16
47	·	0	-1	7
48	-1.3	2	-6	27
49	2.0	6	-2	-10

Rows were taken by chance; any-hit rate near 3.3%.
